FBW7 activator – FBW7 E3 ligase activators, primary screen, biochemical, AlphaScreen, human; F-box/WD repeat-containing protein 7 (Homo sapiens), Q969H0; AlphaScreen FBW7–phospho-cyclin E peptide binding, activator screen; normalized activity (activation), % at 26.1 µM; hit rate 0.13% among 650,000; AID 1259310, 2017; in the data active = normalized activity above about 1.9%;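 also: purified mutant Fbw7 with reduced substrate affinity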
GPR151 ag – activators of human GPR151, primary screen, cell-based, PathHunter beta-arrestin, luminescence | G-protein coupled receptor 151 (Homo sapiens), Q8TDV0 | PathHunter beta-arrestin GPR151 cells | activation, % at 11.2 µM | hit rate 1% among 650,000; in the data active = activation above about 4.9%;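 also: 0% = median of compound wells and 100% = cells with positive control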
Target sequence (Q8TDV0 whole entry, looked up): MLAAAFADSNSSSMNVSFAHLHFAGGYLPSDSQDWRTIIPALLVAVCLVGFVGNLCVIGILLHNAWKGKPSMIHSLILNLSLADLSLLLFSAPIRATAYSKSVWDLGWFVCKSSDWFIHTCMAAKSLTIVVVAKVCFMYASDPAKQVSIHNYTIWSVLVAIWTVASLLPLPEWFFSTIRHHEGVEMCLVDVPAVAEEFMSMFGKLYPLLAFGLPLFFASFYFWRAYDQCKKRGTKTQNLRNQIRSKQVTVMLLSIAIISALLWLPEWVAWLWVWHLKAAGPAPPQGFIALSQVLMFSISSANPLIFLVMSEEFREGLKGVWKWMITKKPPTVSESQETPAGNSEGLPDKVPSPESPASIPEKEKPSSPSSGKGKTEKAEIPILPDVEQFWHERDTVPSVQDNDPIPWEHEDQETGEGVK
TEAD-YAP inh – TEAD-YAP interaction inhibition, primary screen, TEAD-YAP interaction inhibitor project, luminescence, HEK-TIYL cells; TEAD-Gal4/YAP UAS-luciferase luminescence; inhibition, % at 9.12 µM; hit rate 1.4% among 640,000; AID 1259422, 2018; in the data active = inhibition above about 32%;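 also: 0% = median of test compound wells and 100% = reference inhibitor wells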
MITF inh – MITF inhibitors, primary screen, biochemical, AlphaScreen, human | AlphaScreen MITF homodimerization, bead proximity signal | hit rate 0.91% among 650,000 | Microphthalmia-associated transcription factor (Homo sapiens), O75030 | inhibition, % at 2.6 µM | AID 1259374, 2018; in the data active = inhibition above about 50%;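 also: 0% = vehicle wells with protein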
Target sequence (O75030 whole entry, looked up): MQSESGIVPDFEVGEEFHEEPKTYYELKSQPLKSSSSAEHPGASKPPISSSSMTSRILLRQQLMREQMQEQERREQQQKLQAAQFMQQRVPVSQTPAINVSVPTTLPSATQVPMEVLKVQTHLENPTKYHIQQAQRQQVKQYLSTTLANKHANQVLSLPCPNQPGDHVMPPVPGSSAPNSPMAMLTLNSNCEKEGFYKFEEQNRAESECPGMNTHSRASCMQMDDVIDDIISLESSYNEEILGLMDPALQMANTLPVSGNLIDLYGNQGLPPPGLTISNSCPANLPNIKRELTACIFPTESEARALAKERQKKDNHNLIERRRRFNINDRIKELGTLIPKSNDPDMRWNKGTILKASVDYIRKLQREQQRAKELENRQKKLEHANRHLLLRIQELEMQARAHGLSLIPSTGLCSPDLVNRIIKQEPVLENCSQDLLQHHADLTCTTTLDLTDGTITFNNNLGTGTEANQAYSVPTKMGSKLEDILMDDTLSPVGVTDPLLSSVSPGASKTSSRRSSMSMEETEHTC
Numbers without * were called inactive.

SMILES	FBW7 activator	GPR151 ag	TEAD-YAP inh	MITF inh
O=C(Cn1cnc2sc3c(c2c1=O)CCCC3)NCCCC(=O)Nc1ccc2c(c1)OCO2	-0.1	0.0	9.9	-2.5
Cc1ccnc(N2CCC(C(=O)Nc3ccc4c(c3)CCC4)CC2)n1	0.6	-0.1	-1.4	-11.6
CN1CCN(C(=O)c2ccc3c(=O)n(-c4ccccc4)c(=S)[nH]c3c2)CC1	0.1	-1.4	9.9	1.7
Cc1cccc(C)c1N=C1S/C(=C\c2ccccc2F)C(=O)N1c1ccccc1	0.2	-1.4	2.2	43.7
CCc1ccccc1NC(=O)CSc1nc2ccsc2c(=O)n1-c1ccccc1	0.6	-2.4	3.2	22.7
COc1cc(-c2nc3ccccc3c(=O)n2Cc2csc(-c3ccc(Cl)cc3)n2)cc(OC)c1OC	0.2	0.8	-8.6	17.0
CCN1CCN(c2ncc(C(=O)N3CCN(c4ccccc4F)CC3)c3ccccc23)CC1	-0.1	1.3	8.4	-0.5
Cc1ccsc1/C=C1\NC(=O)N(Cc2ccc(Cl)cc2)C1=O	0.0	0.7	3.5	-14.4
O=c1oc(-c2cccc([N+](=O)[O-])c2)nc2ccc(Cl)cc12	0.1	-5.2	3.4	-1.8
COc1ccc(S(=O)(=O)N(C)C2CCCCC2)cc1C	-0.2	-3.5	-6.0	-4.9
CCCCc1ccc(NC(=O)C2CCCO2)cc1 (centres undefined)	0.3	0.8	-53.8	7.1
Cc1nn(-c2ccccc2)c2sc(C(=O)NCC(C)C)cc12	0.1	0.4	-2.9	0.2
Fc1ccc(-c2nnn(Cc3ccc(F)cc3Cl)n2)cc1	0.6	0.2	-31.7	9.4
S=C(NCCN1CCOCC1)N/N=C/c1sc(Nc2ccccc2)nc1Cl	0.2	0.2	11.4	1.4
Cc1ccc(N2C(=O)/C(=C/c3ccccc3)N=C2c2ccccc2)c(C)c1	0.3	2.9	-6.5	5.2
COc1cc(COCC(O)CN2CCN(CCO)CC2)cc(OC)c1OC (centres undefined)	0.1	2.3	0.6	-5.8
CCSc1nnc(NC(=O)CN(C)S(=O)(=O)c2ccc3c(c2)CCC(=O)N3)s1	-0.6	1.4	0.6	6.0
O=C(CCn1cccc1)Nc1ccc(Cl)cc1	0.3	-0.6	4.6	-1.1
Cc1nnc(NC(=O)COc2ccc(Cl)cc2Cl)s1	0.8	-0.7	-13.2	14.8
O=C(Cn1c(=O)oc2ccccc21)Nc1cccc(Cl)c1Cl	0.0	1.6	1.5	2.6
C=CCNC(=O)c1ccccc1C(=O)c1ccccc1	-0.1	0.7	-9.5	3.7
O=C(CCC1CCCCC1)NC1(C(F)(F)F)NC(=O)N(Cc2cccnc2)C1=O (centres undefined)	-0.4	1.3	2.4	-2.4
COc1ccc2nc(-c3ccc(C)c(NS(=O)(=O)c4cc(F)ccc4F)c3)cn2n1	0.0	0.0	-8.0	-18.9
COc1ccccc1N1C(=S)NC(C)(C)C=C1C	0.1	0.0	6.0	-9.5
CCOC(=O)c1ccccc1NC(=O)n1ncc2cc(Cl)ccc21	-0.1	-0.3	-9.2	-1.7
CCOC(=O)/C(C#N)=N/Nc1ccc(Cl)cc1	-0.1	1.8	-16.0	1.9
Cc1cccc(-c2nnc(SCC(=O)c3cccs3)o2)c1	0.4	0.1	-26.1	8.4
Cc1c(NC(=O)OCc2ccccc2)c(=O)n(-c2ccccc2)n1C	0.1	-1.2	-7.5	25.3
C=CCn1c(SCC(=O)Nc2nnc(-c3cccs3)s2)nnc1-c1ccco1	-0.5	-1.3	-1.7	-11.6
CC1C(=O)Nc2cc(S(C)(=O)=O)ccc2N1C(=O)Cc1cc(F)cc(F)c1 (centres undefined)	-0.1	-0.8	-4.4	43.6
Cc1c(Cl)ccc2c1=NC(=O)C=2c1sc(N)nc1O	0.0	0.4	-4.1	-8.5
CNC(=S)NCC(O)c1ccc([N+](=O)[O-])cc1 (centres undefined)	-0.1	0.4	-13.0	-3.2
COCCN(C)Cc1nc(N2CCOCC2)c2ccc(Cl)cc2n1	-0.3	-1.1	-6.5	-7.6
O=C(O)c1ccc(-c2cccc([N+](=O)[O-])c2)o1	-0.3	1.4	2.3	-4.5
CC(=O)N/N=C1\CC(C)(C)Cc2nc(C)c(C(=O)NNC(C)=O)c(-c3ccccc3)c21	0.7	-1.2	-5.8	17.3
Cc1ccc(C)c(N2CCN(c3ncnc4c3c(-c3ccccc3)cn4-c3ccc(Cl)cc3)CC2)c1	-0.1	3.5	2.1	-13.4
COc1ccc(NC(=O)c2c(NC(=O)c3ccccc3)sc3c2CCCCC3)cc1	0.0	-1.2	2.1	8.6
O=S(=O)(c1ccccc1)N1N=C(c2cccs2)CC1c1ccccc1O (centres undefined)	0.1	-0.7	-9.9	-0.8
Cn1c(=O)c(C(=O)NCCCCl)c(O)c2ccccc21	-0.3	1.3	-10.9	-3.2
Cc1c(C(=O)N2CCn3c(CO)nnc3C2)oc2ccccc12	0.9	-1.9	9.1	9.9
O=C(CCn1ncc2ccccc21)N1CCCC1c1nc2ccccc2[nH]1 (centres undefined)	0.1	-1.0	-1.7	18.8
CC(C)(C)c1cc(CCC(=O)N2CCN(C(=O)CCc3cc(C(C)(C)C)c(O)c(C(C)(C)C)c3)CC2)cc(C(C)(C)C)c1O	0.2	0.4	8.7	12.6
CCOC(=O)c1cc(CC)sc1NC(=O)c1cc([N+](=O)[O-])ccc1Cl	-0.1	3.3	5.9	59.6*
Cc1cccc(N(C)S(=O)(=O)c2ccc3[nH]cc(C(=O)N(C)C4CCCCC4)c(=O)c3c2)c1	0.1	2.0	5.1	-7.5
CC[C@H](C)[C@@H]1NC(=O)[C@@H]2C[C@H](NCc3cccc4ncccc34)CN2C1=O	0.0	-1.1	-6.7	10.7
O=C(Nc1cc(O)cc([N+](=O)[O-])c1)c1nn2c(C(F)(F)F)cc(-c3ccccc3)nc2c1Cl	0.1	0.3	-1.6	-1.2
CC1CC(C)CN(S(=O)(=O)c2ccc(F)c(C(=O)N3CC(=O)N(CCc4ccccc4)C(=O)C3)c2)C1 (centres undefined)	-0.1	-0.8	-6.0	-5.7
COc1ccc(-c2cc(C(=O)Nc3ccccc3OC)c3cccc(C)c3n2)cc1	0.1	0.5	16.0	8.2
Cc1cc(-c2nnc(CCC(=O)NCC3(c4ccccc4)CCOCC3)o2)c(C)o1	0.1	1.5	-1.6	-4.1
CCN(CC)CCN1CCN(c2ccnc3c(-c4ccc(O)cc4)cnn23)CC1	-0.5	0.4	6.1	-9.3
Cc1[nH]c(=O)[nH]c(=O)c1S(=O)(=O)N1CC(=O)N(CCc2ccccc2)C(=O)C1	-0.2	0.3	7.0	5.0
COc1cccc(Cn2c(=O)[nH]n(-c3ccccc3)c2=O)c1	0.0	-0.3	6.2	-4.8
CCn1cc([N+](=O)[O-])c(C(=O)Nc2ccccc2C(F)(F)F)n1	0.2	0.1	-2.2	22.5
CCCOc1ccc(-c2nc(C#N)c(NCCCOC)o2)cc1	0.1	-0.1	7.7	10.0
COc1ccc2nc(NC(=O)c3sc4ncn(CC(=O)Nc5ccccc5OC)c(=O)c4c3C)sc2c1	-0.5	-0.7	-5.3	3.0
Cc1ccc(C2Nn3c(C)nnc3SC2C(=O)Nc2cc(C)ccc2C)cc1 (centres undefined)	0.0	-0.5	2.8	11.1
Cc1cc(N(C)C)ccc1/C=N/NC(=O)c1[nH]ncc1Br	0.1	-4.3	-29.8	0.7
Cc1ccc(Cc2cnc(I)c(O)c2)cc1	0.7	-0.2	3.1	9.8
O=c1cc(-c2ccccc2)nc(Sc2c(-c3ccccc3)c3ccccc3[nH]c2=O)[nH]1	-0.1	0.0	7.5	6.7
CCN(CC)S(=O)(=O)c1ccc(C)c(C(=O)O)c1	0.1	-0.2	0.2	3.7
The list goes on.
SMILES	FBW7 activator	GPR151 ag	TEAD-YAP inh	MITF inh
COc1ccccc1NC(=O)Cn1cnc2sc(C(=O)Nc3ccccc3OC)c(C)c2c1=O	-0.3	-0.2	3.8	14.2
O=C1OCc2cc(NC(=O)C3COc4ccccc4O3)ccc21 (centres undefined)	-0.1	0.7	-7.5	14.5
O=C1CCCN1CCn1cnc2c(NC3CC3)nc(NCc3ccc4c(c3)OCO4)nc21	-0.1	-2.0	-23.5	1.0
CC(C)(C)OC(=O)NNC(=O)/C=C/c1ccccc1Cl	0.1	0.2	-1.7	14.2
CCOC(=O)c1c(NC(=O)C(C)Sc2nnc(CNC(=O)c3cccs3)n2-c2cccc(C)c2)sc2c1CCCCC2 (centres undefined)	0.4	1.9	0.7	1.4
CC(OC(=O)c1ccc2c(=O)n3c(nc2c1)CCC3)C(N)=O (centres undefined)	-0.1	2.0	-4.0	6.4
CC(=O)NCc1cccc(CNC(C)=O)n1	0.1	0.4	12.2	-0.1
COc1cccc(NC(=O)c2ccc(F)c(S(=O)(=O)NCc3ccccn3)c2)c1	0.0	-10.4	-4.9	13.4
CCOC(=O)c1c(/N=c2\oc3ccccc3cc2C(=O)Nc2ccc(F)cc2)sc(C)c1C	-1.2	0.4	-31.8	3.1
O=C(c1ccsc1)N1CCc2ccc(NC(=O)C3(c4ccccc4)CC3)cc2C1	0.0	5.9*	7.0	10.2
COC(=O)CSc1nnc(Nc2c(C)cccc2C)s1	0.1	3.3	-2.4	0.6
COc1ccc2ccccc2c1C(c1c(C)[nH][nH]c1=O)c1c(C)[nH][nH]c1=O	-0.3	-1.2	11.8	1.6
COc1ccc(-c2nnc3c4ccccc4c(C)nn23)cc1S(=O)(=O)N(C)CCO	0.2	-0.3	-2.0	10.6
COc1ccc(C2=NS(=O)(=O)N(C)C(C(=O)NCc3cccnc3)=C2)cc1	0.1	2.1	-4.2	14.7
Cc1ccc(OCCCC(=O)NCc2ccco2)c(C)c1	-0.1	-0.1	-5.3	-12.8
Cc1ccccc1NC(=O)C1C2C=CC3(O2)C1C(=O)N(C1CC1)C3C(=O)NC(C)(C)C (centres undefined)	0.4	-0.3	-3.8	-2.4
CCOC(=O)C1=C(C)N=c2s/c(=C\c3ccc(OC(C)=O)cc3)c(=O)n2C1c1ccc(OC)cc1 (centres undefined)	-0.2	-0.8	-6.6	-5.2
CCCC1=NN2C(=N)/C(=C/c3ccc(OCc4ccccc4)c(OCC)c3)C(=O)N=C2S1	-0.1	-0.5	-4.9	-8.0
CN(C)c1nc(N)nc(Cn2cnc(-c3ccc([N+](=O)[O-])cc3)c2)n1	0.1	0.1	-3.1	0.6
CN1c2ccccc2N(C)C1c1ccccc1	0.2	-1.1	4.8	15.8
CCCCCc1ccc(-c2ccc(/C=C/C(=O)Nc3ccc4c(c3)Cc3ccccc3-4)cc2)nc1	0.3	-2.4	9.7	13.2
CN1CCN(C(=O)c2ccc(-c3nc(NCc4cccc(C(F)(F)F)c4)c4ncn(-c5ccsc5)c4n3)cc2)CC1	0.0	3.5	7.5	2.2
Cc1nc(C)n(-c2ccc(Nc3nccc(-c4cc(F)cc(N5CCCC5=O)c4)n3)cc2)n1	0.1	0.9	2.7	-10.2
C=CCn1c(SCC(=O)c2ccc(Br)cc2)nc2cc(C(=O)NCc3ccco3)ccc2c1=O	-0.1	-0.7	12.2	2.2
Cc1cc(C)cc(-n2c(C)nc3cc(C(=O)NCCC4=CCCCC4)ccc32)c1	-0.2	-1.8	-13.5	-5.1
O=C(NCC(c1ccco1)S(=O)(=O)c1ccccc1)C1CC1 (centres undefined)	0.6	-0.9	-2.4	22.6
Fc1cc(F)c(F)c(SCCc2ccccn2)c1F	0.1	-0.6	3.7	-1.9
COc1cccc2c(CO)ccc(OC)c12	-0.1	-0.1	-2.4	-13.7
CCn1c(C2CC(=O)N(Cc3ccccc3)C2)nc2ccccc21 (centres undefined)	0.0	0.6	5.7	10.3
O=C(CN1CCOCC1)n1c2c(c3ccccc31)CCCC2	0.0	-0.1	10.0	13.8
